IMPase cell inh – IMPase inhibition in cells. 120,000 tested, under 10 active. inhibition (IP1 accumulation), % at 46.1 µM. P97697. CHO-M1 cells, IP1 accumulation, HTRF TR-FRET ratio. AID 901; active means well fitted curve in the direction sought with a large enough effect in the signal ratio, not every such curve was filed as active; inconclusive means small, poorly fitted or top-dose-only effect, or a change in a side signal; inactive means no such curve, though single readings can be large or run the other way; the % refers to the signal ratio;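 further: cells stimulated with carbachol in lithium chloride buffer; plate controls were DMSO basal wells for no effect and reference inhibitor wells for full effect; higher means more IMPase inhibition seen as more IP1 and lower FRET ratio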
Target sequence (P97697 whole entry, looked up): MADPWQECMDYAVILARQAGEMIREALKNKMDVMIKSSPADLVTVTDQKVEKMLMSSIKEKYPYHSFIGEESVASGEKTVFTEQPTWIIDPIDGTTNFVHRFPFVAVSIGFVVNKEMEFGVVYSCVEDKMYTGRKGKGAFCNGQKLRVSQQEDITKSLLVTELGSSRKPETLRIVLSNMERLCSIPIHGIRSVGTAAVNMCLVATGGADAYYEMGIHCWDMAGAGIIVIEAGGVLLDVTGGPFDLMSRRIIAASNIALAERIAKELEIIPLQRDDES
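Cellular IMPase inhibition is scored as a rise in cytosolic IP1, detected by competitive TR-FRET between d2-labelled IP1 and a europium anti-IP1 antibody. M1-expressing CHO cells were stimulated with carbachol for 30 min at 37C, with lithium (50 mM LiCl) present in the buffer.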
ALOX12 inhib – inhibitors of human 12-lipoxygenase (ALOX12); P18054; purified 12-hLO, xylenol orange hydroperoxide absorbance; Potency, µM (doses to about 57.1 µM), inactives show top-dose activity change, negative = inhibition, hits mostly inhibitors; 0.12% of 150,000 active; further: potency means the concentration at half of the fitted maximal effect; nearly all actives have a fitted effect of over 55% in size; many of its hits are not listed in these tables
Target sequence (P18054 whole entry, looked up): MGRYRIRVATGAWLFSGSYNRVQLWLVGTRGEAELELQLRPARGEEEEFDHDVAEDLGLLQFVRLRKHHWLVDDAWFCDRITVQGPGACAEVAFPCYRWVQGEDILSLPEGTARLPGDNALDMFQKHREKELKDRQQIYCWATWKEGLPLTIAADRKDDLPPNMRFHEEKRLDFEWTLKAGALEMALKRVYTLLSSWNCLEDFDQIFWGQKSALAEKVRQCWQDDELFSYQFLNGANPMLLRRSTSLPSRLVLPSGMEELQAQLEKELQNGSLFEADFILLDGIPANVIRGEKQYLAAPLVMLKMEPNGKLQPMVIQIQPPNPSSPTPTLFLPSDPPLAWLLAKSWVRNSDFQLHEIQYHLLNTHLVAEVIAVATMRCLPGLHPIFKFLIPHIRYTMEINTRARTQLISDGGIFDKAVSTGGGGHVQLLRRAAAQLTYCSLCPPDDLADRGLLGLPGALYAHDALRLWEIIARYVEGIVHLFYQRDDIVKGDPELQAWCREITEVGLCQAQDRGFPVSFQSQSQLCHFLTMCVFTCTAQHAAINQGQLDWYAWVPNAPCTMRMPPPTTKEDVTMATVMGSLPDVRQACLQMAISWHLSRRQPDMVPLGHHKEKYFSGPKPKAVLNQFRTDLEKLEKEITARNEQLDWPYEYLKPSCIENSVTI
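Hydroperoxide formation by human 12-lipoxygenase from 40 uM arachidonic acid was followed colorimetrically via ferric-xylenol orange complex, using the 573/405 nm absorbance ratio. Enzyme concentration was 150 nM, with 30 min reaction at room temperature.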
15-hLO-2 inh – inhibitors of human 15-lipoxygenase 2 (ALOX15B); purified 15hLO-2, xylenol orange hydroperoxide absorbance; AID 881; 0.56% of 110,000 active; Potency, µM (doses to about 57.1 µM), for the others: top-dose activity change, negative = inhibition, hits mostly inhibitors; O15296; further: potency means the concentration at half of the fitted maximal effect; nearly all actives have a fitted effect of over 60% in size; many of its hits are not listed in these tables
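Enzyme 50 nM, AA 45 uM, 25 mM Hepes pH 7.5 + 0.01% Triton X-100; cpd preinc 15 min RT, rxn 90 min RT; stop/detect with 200 uM XO + 300 uM Fe(II) in 50 mM H2SO4, 30 min; A573/A405.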
PNC assembly inh – blocks assembly of the perinucleolar compartment. PC3M PTB-GFP, PNC prevalence imaging, 16 h; hits give low values. activity change (PNC), negative = inhibition, % at 10 µM. 3.1% of 140,000 active;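 active means readout at or below -70, meaning at least 70% loss of cells showing the perinucleolar compartment, a nuclear body marking cancer cells; inconclusive means readout between -30 and a set limit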;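 further: plate controls were DMSO wells for no effect and camptothecin positive control wells for full effect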
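Read-out is percentage of cells bearing a perinucleolar compartment, from automated 20x imaging of fixed, Hoechst-stained PC3M PTB-GFP cells. Cells were seeded 4 h, then exposed 16 h to compound (23 nl of library stock) in duplicate plates.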
The depositor's hits bear a star; ? = inconclusive; nt = no result given; [ ] = remark or other dose. Unless noted, the call rests on the fitted dose curve; in most records, active means well fitted curve in the direction sought with a large enough effect; inconclusive means small, poorly fitted or top-dose-only effect, or another doubt; inactive means no such curve, though single readings can be large; an effect the other way counts as inactive or inconclusive. Unless noted, on the % scale 0 is the no-effect control and ±100 the full control effect.

SMILES	IMPase cell inh	ALOX12 inhib	15-hLO-2 inh	PNC assembly inh
CCC1=C2CC[C@H]3C(=O)N(c4ccccc4)C(=O)[C@H]3[C@H]2[C@@]2(Cc3ccccc3)C(=O)N(CC(=O)OC)C(=O)N2C1=O	nt	0%	7%	nt
CN(CCOc1ccccc1)S(=O)(=O)c1ccc2oc3ccccc3c2c1	5	-2%	-11%	-9
O=C(NCCn1cc(SCC(=O)N2CCOCC2)c2ccccc21)c1ccccc1	-2	6%	-5%	?
CN1CCN(P(=O)(c2ccccc2)c2nc3ccccc3s2)CC1 (stereo not given)	0	-2%	-8%	40
CC(C)COCC(O)CCC(=O)NNC(=S)Nc1ccccc1 (stereo not given)	nt	0%	nt	-18
COCCNc1cc(-c2ccccc2CN(C)C)ncn1	nt	1%	1%	nt
COc1cccc(OC)c1C(=O)NC(C)c1ccccc1 (stereo not given)	0	-6%	nt	?
O=C(NCCc1ccc(Cl)cc1)c1nnc(Cc2ccc(Cl)cc2)o1	nt	0%	nt	43
Cc1nnsc1-c1nc2ccccc2[nH]1	-6	2%	4%	-1
CC(=O)N(c1nc(CCl)cs1)c1c(C)cc(C)cc1C	nt	-3%	nt	-23
Cc1cc(C(=O)OCC(=O)Nc2nnc(C(C)C)s2)c2ccccc2n1	nt	-1%	nt	4
CCN(CC)c1ccc2c(c1)C(=O)N(C)C2=O	-8	-3%	9%	-21
Cc1nn(CCC(=O)NNC(=S)NCC(C)C)c(C)c1Br	2	3%	-2%	-112*
Cc1cccc2sc(N(CCN(C)C)C(=O)c3cc(Cl)sc3Cl)nc12	8	-4%	nt	-22
CC(Sc1nncn1C)C(=O)Nc1nnc(C(C)C)s1 (stereo not given)	3	-7%	3%	?
CCCCN(C(=O)CNC(=O)c1ccco1)C(C(=O)NC1CCCC1)c1ccc(OC)cc1 (stereo not given)	4	-2%	-1%	17
O=c1oc2ccccc2c(O)c1/C=N/c1ncccn1	-2	?	14%	-11
CC(C)(C)c1ccc(C(=O)CS(=O)(=O)c2ccccc2)cc1	4	-1%	0%	19
CN(c1ccccc1)c1nc2ccsc2c(=O)s1	-1	-2%	-3%	18
CC1CCCN(C(=O)c2ccc3c(=O)n(Cc4ccc5c(c4)OCO5)c(=S)[nH]c3c2)C1 (stereo not given)	9	-16%	-17%	6
Cc1cc(C)cc(NC(=O)CSc2ccc(-c3ccco3)nn2)c1	5	2%	nt	?
O=c1c(-c2ccc(F)cc2)nc2cncnc2n1C1CC1	nt	-1%	0%	nt
CCOC(=O)C1C(c2ccccc2)C(C(=O)OCC)C1c1ccccc1 (stereo not given)	6	0%	nt	409
CNc1ncc(C(=O)C(C)(C)C)s1	7	0%	19%	-20
CC(C)(C)c1cc(C(=O)Nc2ccccc2)ccn1	-10	10%	nt	-122*
CCn1ccc(C(=O)Nc2ccc(S(=O)(=O)Nc3ccccc3OC)cc2)n1	13	-3%	3%	?
CN(C(=O)C1CCOC1)c1nnc(-c2cccnc2)s1 (stereo not given)	2	1%	-7%	22
CC(=O)c1ccc(NC(=O)c2ccc3c(Cl)c4c(nc3c2)CCCC4)cc1	nt	0%	nt	42
COCCNC(=O)c1ccccc1-c1nc(-c2ccccc2Cl)no1	-8	4%	-2%	9
Cc1ccccc1CSc1nnc(C)c(=O)[nH]1	4	0%	-2%	20
C[C@H](O)Cn1cnc2c1c(=O)n(C)c(=O)n2C	-10[20.6 µM]	5%[25.6 µM]	5%[25.6 µM]	nt
Cc1ccc(NC(=O)c2ccccc2NS(=O)(=O)c2ccc(Cl)s2)cc1	nt	-3%	nt	-82*
C=CCn1c(SCCC)nc2sc3c(c2c1=O)CCc1ccccc1-3	-3	-1%	nt	21
CSc1n[nH]c(NCc2cccs2)n1	1	-1%	-5%	-16
CC(=O)c1ccc(N2CCN(C(=O)c3ccco3)CC2)c(F)c1	-4	0%	0%	38
CCN(CC)c1ccc(C=Nc2ccc(N(C)C)cc2)c(O)c1	63[activator]	-26%	?	-29
CC1(C)OC(C)(C)/C(=C/Nc2ccccc2)C1=O	nt	1%	nt	155
CCCCc1cc2c(c(NC(C)=O)n1)c(=O)oc1ccccc12	2	-2%	nt	24
NC(=O)CCn1nc(-c2ccc(Cl)cc2)c2ccccc2c1=O	1	1%	-7%	27
O=C(COc1ccc(Cl)cc1)N1CCN(c2ccc([N+](=O)[O-])c(N3CCCCC3)c2)CC1	0	-4%	-8%	27
CC(=O)OCC(OC(C)=O)C(OC(C)=O)C(OC(C)=O)C(=O)Nc1ccccc1C (stereo not given)	8	-5%	6%	17
COc1ccc(NC(=O)CN2CCOCC2)cc1	7	-8%	-18%	?
CCCc1c(C)nc2ccc(OC)cc2c1SCCC(=O)O	nt	1%	nt	?
Cc1cc2cc(CN(Cc3ccc4c(c3)OCO4)Cc3nnnn3C3CCCC3)c(=O)[nH]c2cc1C	1	-6%	25%	39
COc1cc(/C=N/NC(=O)c2nc(C)cc(C)n2)ccc1O	4	1%	2%	?
O=C(CSc1nnc(Cc2ccccc2)n1C1CCCCC1)N1CCOCC1	-6	-2%	3%	-7
COc1ccc(-n2c(Cc3cccn3C)nnc2SCC(=O)Nc2cc(C)cc(C)c2)cc1	7	0%	nt	-13
O=C(CCCCC(=O)Nc1c(I)cc(I)c(C(=O)O)c1I)Nc1c(I)cc(I)c(C(=O)O)c1I	1[20.6 µM]	-2%[25.6 µM]	2%[25.6 µM]	nt
CCN(CC)CC(C)(C)NS(=O)(=O)c1ccc(Cl)cc1	6	-5%	6%	20
Cc1nnc(SC(C)C(=O)NCC2CCCO2)n1-c1ccccc1 (stereo not given)	-6	3%	-18%	?
COc1ccc(/C=N\NC(=O)c2c(C)nc3ccc(Br)cn23)cc1	nt	-1%	nt	?
COCC(=O)Nc1ccc(Nc2ccccc2)cc1	4	-2%	?	40
CSC(=NC(C)c1ccccc1)NS(=O)(=O)c1cccs1 (stereo not given)	-5	0%	nt	-22
CSC(=NC#N)N1CCN(c2cccc(Cl)c2)CC1	8	-3%	nt	3
COC(=O)c1ccc(CSc2nnc(NC(C)C)s2)cc1	8	-7%	-1%	-25
CCOc1cccc2sc(NC(=O)c3ccc(Br)s3)nc12	3	-2%	28%	26
Cc1cc(C)n(-c2ccc(C(=O)Nc3sccc3C(N)=O)cc2)n1	10	0%	-10%	18
Cc1cc(C=O)c(C)n1-c1cc(C(F)(F)F)ccc1N1CCOCC1	10	-14%	0%	?
Cc1ccc(-c2n[nH]c(=O)c3ccccc23)cc1N	-1	-4%	14%	-10
O=C(NCc1cccs1)C(=O)NCC1OCCCN1S(=O)(=O)c1ccc(F)cc1 (stereo not given)	nt	-5%	nt	18
Carrying on:
SMILES	IMPase cell inh	ALOX12 inhib	15-hLO-2 inh	PNC assembly inh
Cc1ccc(/C=N/n2c(C)nnc2C)o1	nt	-1%	nt	15
COc1cc(C(=O)OC(C)C(=O)Nc2ccc3c(c2)OCO3)ccc1OCc1c(C)noc1C (stereo not given)	8	-4%	-4%	27
Cc1cc(C)c2nc(NC(=O)[C@@H](NC(=O)c3cccc(S(=O)(=O)N4CCOCC4)c3)C(C)C)sc2c1	nt	0%	nt	21
CCCC1=NN2C(=N)/C(=C\c3cc(C)n(-c4cccc(C)c4)c3C)C(=O)N=C2S1	nt	-3%	nt	10
CCCc1cc(=O)[nH]c(SCC(=O)N2CCC(C(=O)OCC)CC2)n1	-1	-7%	7%	6
COc1ccc(Nc2nc3ccccc3n3nnnc23)cc1	2	1%	-6%	34
O=C(CSc1nnc(-c2ccco2)n1Cc1ccccc1)NC(=O)NCc1ccccc1	-2	-10%	-14%	-92*
O=C(NC1CCCCCC1)c1ccccc1-c1ccccc1	-3	-4%	nt	-6
CC(C)NC(=O)c1onc(CSc2cccc(Cl)c2)c1C(=O)O	-6	-1%	0%	61
CC(C)c1ccc(OCC(O)Cn2cnc3ccccc32)cc1 (stereo not given)	4	-6%	27%	-12
COC(=O)C1C(=O)/C(=C(/C)N2CCCC2)C(=O)CC1(C)C (stereo not given)	-1	-3%	10%	-8
O=C(Cn1c(SCC(=O)N2CCc3ccccc32)nc2ccccc21)NC1CCCC1	-4	-3%	nt	39
O=C(Nc1ccc(Cl)c(Cl)c1)C1CC(=O)N(c2ccc(Br)cc2)C1 (stereo not given)	4	3%	nt	23
O=C(c1ccc(Cl)s1)N1CCCC1	9	3%	0%	-19
O=C1C2C(c3ccccc3)=NN(c3ccccc3)C2C(=O)N1c1ccccc1 (stereo not given)	nt	1%	nt	-4
COc1ccc(Nc2nnc(SCC(=O)Nc3cc(C)on3)s2)cc1	9	4%	-16%	18
CCOC(=O)C1=C(C)c2ccccc2OC1(CC)C(=O)OCC (stereo not given)	nt	0%[0.00818 µM]	-1%[0.0915 µM]	nt
Nc1nc(CN2CCN(Cc3ccccc3)CC2)nc(Nc2ccc3c(c2)OCCO3)n1	-7	6%	34%[activator]	23
COc1ccc(N2C(=O)C(Cl)=C(Nc3ccccc3O)C2=O)cc1	15	-13%	?	?
COCCn1c(=O)c(CCc2ccccc2)nc2cnc(Oc3cccc(Cl)c3)nc21	nt	-5%	0%	nt
COCCn1c(C)cc(C(=O)COC(=O)c2c(C)nn(Cc3ccccc3)c2C)c1C	11	0%	-1%	-14
O=C1CC(c2ccccc2)n2nc(NC(=O)c3cccs3)nc2N1 (stereo not given)	-1	0%	4%	-3
Cc1occc1-c1n[nH]c(=S)n1CC(C)C	-2	0%	nt	-94*
C=CCn1c(SCC(=O)/C(C#N)=C(\C)N)nc2sc(C)c(C)c2c1=O	-9	-7%	-8%	-8
COc1ccc(NC(=O)CCC(=O)Nc2nnc(C(F)(F)F)s2)c(OC)c1	2	8%	-2%	13
Cc1ccc(-c2nc3sc4c(c3c(=O)n2N)CCCC4)cc1	2	-3%	1%	-15
O=C1/C(=C\c2cccnc2)SC(=S)N1C1CCS(=O)(=O)C1 (stereo not given)	8	-6%	-10%	41
N#Cc1nc(Cc2cccc3ccccc23)oc1NCCN1CCOCC1	11	5%	10%	?
C=CCn1c(SCc2cccc(F)c2)nc2cc(C(=O)N3CCC(C(N)=O)CC3)ccc2c1=O	nt	-1%	nt	13
CCN(CCC(=O)Nc1cc(OC)cc(OC)c1)Cc1ccccc1	9	10%	8%	?
CCN(CC)CCOC(=O)C1(C2CCCCC2)CCCCC1	17[20.6 µM]	6%	32%[activator]	12
Cn1c(COc2ccc3ccccc3c2)nnc1SCC(=O)O	3	-1%	-3%	12
CCn1cc([N+](=O)[O-])c(C(=O)Nc2ccc(Cn3nc(C)cc3C)cc2)n1	0	0%	6%	-11
COc1ccc(/C(N)=N/OC(=O)CCCc2ccccc2)cc1	nt	-1%	nt	-16
CN(C(=O)COc1ccccc1C(=O)NCCc1ccccc1)c1ccccc1	nt	-2%	nt	-100*
CC(=O)N1CC=C2C(C#N)=C(N)C(C#N)(C#N)[C@H](c3ccoc3)[C@H]2C1	10	-2%	3%	?
CC1CCN(C(=S)c2ccc([N+](=O)[O-])cc2)CC1	-3	-5%	nt	-8

Compound activity from PubChem.

Only part of the results is shown. The share of hits here may be higher or lower than overall.
